Screens deposited in PubChem by Sanford-Burnham Center for Chemical Genomics.
SENP6 inh: inhibitors of human SENP6 protease; Recombinant SENP6 catalytic domain, aminoluciferin luminescence; inhibition, % at 10 µM; 330,000 compounds, 1.8% hits; AID 2599;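 active = inhibition above about 50% at the single tested dose, limit read from the data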;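 note: plate controls were DMSO wells with enzyme for no effect and DMSO wells lacking enzyme for full effect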
Target sequence (Q9GZR1 628-1112 limits assumed): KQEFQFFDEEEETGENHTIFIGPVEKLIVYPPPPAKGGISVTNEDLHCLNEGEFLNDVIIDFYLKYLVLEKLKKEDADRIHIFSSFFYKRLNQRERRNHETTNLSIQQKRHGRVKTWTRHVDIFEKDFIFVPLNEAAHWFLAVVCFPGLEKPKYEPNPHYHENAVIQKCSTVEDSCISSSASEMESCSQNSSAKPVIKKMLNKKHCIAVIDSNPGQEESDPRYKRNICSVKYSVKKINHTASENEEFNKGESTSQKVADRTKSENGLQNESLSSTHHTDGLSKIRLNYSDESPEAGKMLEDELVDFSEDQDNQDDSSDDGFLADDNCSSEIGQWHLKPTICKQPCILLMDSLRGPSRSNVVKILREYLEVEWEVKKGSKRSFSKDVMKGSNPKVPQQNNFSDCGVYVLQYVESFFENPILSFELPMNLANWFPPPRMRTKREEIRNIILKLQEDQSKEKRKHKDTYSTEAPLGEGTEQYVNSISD
MPTP inh: permeability transition pore inhibition; isolated mouse mitochondria, Ca2+ swelling absorbance, 30 min; inhibition, % at 10 µM; 360,000 compounds, 1.4% hits; AID 602449;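 active = inhibition of 50% or more, scaled per plate between neutral and stimulator controls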;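 note: 0% = DMSO wells given calcium and 100% = 1 mM EGTA wells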
SENP7 block: inhibitors of human SENP7 protease | recombinant SENP7, Z-RLRGG-aminoluciferin luminescence, 40 min | inhibition, % at 5 µM | 330,000 compounds, 1.5% hits;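 active = inhibition above about 50% at the single test dose, limit read from the data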;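 note: plate controls were DMSO with enzyme for no effect and no enzyme buffer wells for full effect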
ATG4B inhibitor: inhibitors of human ATG4B cysteine protease; Q9Y4P1; ATG4B cleavage of LC3-PLA2, NBD-HPC fluorescence, 1 h; inhibition, % at 8.33 µM; 340,000 compounds, 0.51% hits; AID 504462; in the data active = inhibition above about 40%
Target sequence (Q9Y4P1 whole entry, looked up): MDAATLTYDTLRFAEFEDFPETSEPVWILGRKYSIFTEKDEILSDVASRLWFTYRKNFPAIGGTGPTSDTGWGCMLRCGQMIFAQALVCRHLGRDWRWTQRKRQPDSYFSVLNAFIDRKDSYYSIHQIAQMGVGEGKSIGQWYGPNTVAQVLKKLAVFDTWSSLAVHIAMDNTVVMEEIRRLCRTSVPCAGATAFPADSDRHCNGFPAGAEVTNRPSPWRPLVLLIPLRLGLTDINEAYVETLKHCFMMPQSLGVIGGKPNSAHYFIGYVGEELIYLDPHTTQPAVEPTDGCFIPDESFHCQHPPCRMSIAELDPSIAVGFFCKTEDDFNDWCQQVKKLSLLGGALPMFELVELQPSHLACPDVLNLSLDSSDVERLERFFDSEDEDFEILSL
PfGluPho inh: PfG6PD (Plasmodium falciparum) enzyme inhibition. inhibition, % at 20 µM. 350,000 compounds, 0.78% hits. AID 504690. PfGluPho enzyme, NADPH resazurin-diaphorase fluorescence;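 active = inhibition reaching at least a set limit at 20 µM in the primary screen, cut at about 59% in these data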;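 note: 0% = DMSO wells with substrate and 100% = DMSO wells lacking glucose-6-phosphate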
SENP8 inh: SENP8 (human) protease inhibition; Q96LD8; recombinant SENP8, Nedd8 substrate fluorescence; inhibition, % at 20 µM; 360,000 compounds, 0.64% hits; in the data active = inhibition mostly above about 40%, no sharp cut-off; inactive = mostly below about 27%
Target sequence (Q96LD8 whole entry, looked up): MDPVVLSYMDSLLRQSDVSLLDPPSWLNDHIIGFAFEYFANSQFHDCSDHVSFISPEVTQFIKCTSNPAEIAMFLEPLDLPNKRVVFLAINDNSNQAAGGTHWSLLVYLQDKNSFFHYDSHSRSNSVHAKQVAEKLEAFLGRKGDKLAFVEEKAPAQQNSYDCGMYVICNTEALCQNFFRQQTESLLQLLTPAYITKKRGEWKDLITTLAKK
NR3A LBD binder: modulates the human NR3A ligand-binding domain; NR3A LBD differential scanning fluorimetry, Tm shift; 0% = protein alone, 100% = glycine-bound protein; Tm shift relative to glycine control, % at 25 µM; 340,000 compounds, 2.5% hits; AID 1259313;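 active = melting temperature shift of at least 10% of the positive control shift, at one fixed dose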
HKDC1 inhibitor: blocks human hexokinase HKDC1 activity | recombinant HKDC1, G6PDH/diaphorase resazurin coupled fluorescence | inhibition, % at 20 µM | 340,000 compounds, 0.16% hits;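 active = inhibition above about 35% when tested at 20 µM, limit read from the data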;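 note: plate controls were DMSO wells with enzyme for no effect and DMSO wells lacking enzyme for full effect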
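Assay system: in-house recombinant HK5 (HKDC1) enzyme. Input: HKDC1 at 5 µg/mL. Medium: Tris pH 8.0 buffer with MgCl2, Tween-20, BSA, BME. Dosing: single 20 µM dose. Schedule: 90 min reaction incubation at room temperature, dark. Signal: resazurin-to-resorufin fluorescence via G6PDH and diaphorase coupling, 525/613 nm. Controls: DMSO-enzyme wells negative, buffer-substituted wells positive.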
The depositor's hits bear a star; i = inactive. No enrichment for hits; overall some 6.9% were active at least once.

molecule	ATG4B inhibitor	NR3A LBD binder	SENP6 inh	MPTP inh	SENP8 inh	PfGluPho inh	HKDC1 inhibitor	SENP7 block
CC(=O)N1CCOc2ccc(S(=O)(=O)NCCc3cccc(C)c3)cc21	-6.3	-2.8	11.7	-1.3	6.4	19.5	-3.0	0.2
O=C(Nc1ccc(S(=O)(=O)N2CCOCC2)cc1)c1c(F)cccc1F	-3.5	1.3	-24.7	0.4	9.2	8.2	-4.5	0.1
O=C(CCCN1C(=O)/C(=C/c2cccc(Br)c2)SC1=S)Nc1cccnc1	6.8	-2.7	18.3	-1.0	24.8	23.0	0.5	1.4
COc1ccc([C@@H]2[C@H]3C(=O)N(c4cccc(C(F)(F)F)c4)C(=O)[C@H]3ON2C)cc1	0.0	0.6	-7.1	-1.6	15.0	-28.0	-2.1	-6.4
Cc1ccc(NC(=O)CN2CCCC2c2cccs2)cc1S(=O)(=O)N1CCCCC1 (centres undefined)	3.2	0.3	2.0	0.1	6.8	11.3	2.9	-2.5
CCCCOc1ccccc1NC(=O)Cn1c(-c2nonc2N)nc2ccccc21	-1.5	-0.7	-9.3	-0.9	20.8	-1.1	0.7	1.2
CC(=O)Nc1cccc(OCc2c(F)cccc2Cl)c1	0.3	-1.0	0.0	-0.3	6.0	-3.2	13.7	2.2
c1cncc(CN=C2Nc3ccccc3CS2)c1	-4.4	-0.2	21.4	-1.9	9.4	-5.7	-9.9	4.0

(further entries)
molecule	ATG4B inhibitor	NR3A LBD binder	SENP6 inh	MPTP inh	SENP8 inh	PfGluPho inh	HKDC1 inhibitor	SENP7 block
O=c1[nH]c(NCCO)nc2c1C1(CCCC1)Cc1ccccc1-2	-24.0	-9.1	-11.3	2.6	-319.4	36.6	-0.1	-1.1
COc1ccc(-c2cc(C(=O)Nc3cc(OC)c(OC)c(OC)c3)no2)cc1	-8.0	2.1	-29.4	0.1	14.6	9.5	-1.3	6.5
CC(C)c1ccccc1NC(=S)NC1CCCCC1	-2.7	-0.5	5.2	-0.6	4.5	-0.1	0.5	3.5
CC(C)CN(CCCNC(=O)CN1C(=O)CSc2ccc(S(=O)(=O)N3CCOCC3)cc21)CC(C)C	4.7	-0.4	-17.0	-2.2	9.0	-2.6	-0.5	-0.1
Cn1c(=O)[nH]c(=O)c2c1nc(N1CCCCC1)n2CC(O)COc1ccccc1 (centres undefined)	-2.3	0.7	-7.9	-0.2	20.0	2.9	-5.5	4.7
COC(=O)c1c(C)oc2ccc(N(C(=O)Oc3ccccc3)S(=O)(=O)c3ccccc3)cc12	-1.8	-5.2	1.0	3.3	26.0	3.1	-2.9	2.6
O=C1NC(c2ccc(Br)cc2)Oc2ccccc21 (centres undefined)	6.5	2.7	-6.5	0.9	-61.4	-0.8	-5.0	-1.9
CCc1ccc(NC(=O)C(C)OC(=O)c2cc(=O)[nH]c3ccc(S(=O)(=O)Nc4ccc(F)cc4)cc23)cc1 (centres undefined)	-15.1	13.2*	-1.6	3.8	-34.2	6.6	-14.8	1.4

Continued:
molecule	ATG4B inhibitor	NR3A LBD binder	SENP6 inh	MPTP inh	SENP8 inh	PfGluPho inh	HKDC1 inhibitor	SENP7 block
CCN(CC)S(=O)(=O)c1cccc(NC(=O)CC2CCCC2)c1	-2.6	-2.4	-3.9	0.6	-4.4	-2.4	4.6	0.9
O=C(N/N=C/c1cccc(F)c1)c1cc(-c2ccco2)nc2ccccc12	10.9	-2.1	-53.0	1.0	i	14.7	15.0	2.1
Cc1ccc(SCC(=O)Nc2ccccc2N2CCOCC2)cc1	5.9	1.3	0.2	-1.1	0.0	29.6	-2.2	-17.0
Cc1cccc(C)c1OCc1cc(C(=O)NCc2cn(C)nc2C)no1	-2.9	0.5	6.5	-2.0	-4.4	-2.6	4.4	1.8
Cc1ccnc(SCCn2c(N3CC(C)CC(C)C3)nc3c2c(=O)n(C)c(=O)n3C)n1 (centres undefined)	3.4	2.7	-18.5	1.5	7.1	-8.9	14.0	-7.8
COC(=O)Cc1csc(NC(=O)CSc2nnc3ccccn23)n1	-11.2	-1.2	-17.2	0.7	-0.8	-4.0	1.6	13.7
Cc1ccc(S(=O)(=O)N2CCOCC2)cc1NC(=O)COC(=O)c1ccc(OCc2c(C)noc2C)cc1	-7.8	-4.6	-32.5	0.4	12.0	-17.4	-9.8	4.6
COc1cccc(N=c2oc3cc(O)ccc3cc2C(=O)NCC2CCCO2)c1 (centres undefined)	-10.6	-7.3	-3.7	-0.9	-410.1	3.8	-3.8	2.0

Next entries.
molecule	ATG4B inhibitor	NR3A LBD binder	SENP6 inh	MPTP inh	SENP8 inh	PfGluPho inh	HKDC1 inhibitor	SENP7 block
Cc1ccc(NC(=O)CSc2nc3c(c(=O)[nH]2)CCC3)c(C)c1	4.5	-2.6	0.9	-0.5	15.8	-14.1	-2.5	-6.4
CCCCC(=O)Nc1ccc(C(=O)N2CCCC(C(=O)OCC)C2)cc1 (centres undefined)	9.0	-0.1	2.6	-1.0	16.6	-3.2	-14.9	2.9
CCOc1ccc(S(=O)(=O)Nc2ccc(C(=O)N/N=C(\C)c3ccc(-n4ccnc4)cc3)cc2)cc1	-18.1	-9.2	6.8	3.6	-10.2	-0.2	0.2	9.2
Cc1c(Cl)c([N+](=O)[O-])nn1CCCC(=O)O	-3.1	-0.8	8.4	-3.0	9.9	-15.2	-7.0	0.0
O=C(Nc1ccc(F)c(F)c1)C1CCCN(S(=O)(=O)c2cccc3nonc23)C1 (centres undefined)	-8.0	3.2	-11.1	0.8	19.3	-6.8	-3.7	-0.2
CC1CCN(c2cc(N(C)CCO)c([N+](=O)[O-])c3nonc23)CC1	-0.9	0.0	2.2	3.5	27.8	14.3	-8.7	90.2*
Cc1ccccc1OCCNC(=O)CNC(=O)c1ccccc1O	-6.6	-0.2	32.9	0.7	-77.2	-1.5	0.7	2.1
CCc1ccc(NC(=O)C2CCCN2S(=O)(=O)c2ccc3c(c2)C(C)(C)C(=O)N3C)cc1 (centres undefined)	0.3	-0.3	-1.4	-0.4	11.1	-18.2	9.6	-2.8

Continuation:
molecule	ATG4B inhibitor	NR3A LBD binder	SENP6 inh	MPTP inh	SENP8 inh	PfGluPho inh	HKDC1 inhibitor	SENP7 block
Cn1c(=O)c2c(nc(OCc3ccc4c(c3)OCO4)n2Cc2ccccc2Cl)n(C)c1=O	-1.8	4.2	2.3	-1.4	11.9	5.0	1.5	-16.6
CCOC(=O)NN1C(=O)c2ccccc2NC12CCCC2	3.5	0.6	-2.2	-1.7	-444.5	-15.1	14.3	2.9
Cc1[nH]c2ccc3ncccc3c2c1C	-7.3	3.6	-2.4	2.9	-172.1	22.0	0.4	-4.0
N#C/C(C(=O)NCc1ccccc1)=C1/SC(Cc2ccc(Cl)cc2)C(=O)N1c1ccccc1 (centres undefined)	-16.3	0.1	-1.6	5.4	15.2	6.1	-5.2	0.7
CC(NC(=O)CN1C(=O)c2ccccc2C1=O)c1ccccc1 (centres undefined)	0.2	3.3	-0.5	0.5	18.2	-8.4	-5.5	-1.3
O=C1CC(c2ccc(F)cc2)Sc2ccccc2N1 (centres undefined)	12.2	-0.9	13.9	0.9	5.0	1.7	1.3	9.5
COC(=O)C1C(=O)OC(C)(C)C1C(C)C(=O)c1ccc(C)cc1C (centres undefined)	1.0	-0.7	1.2	-1.5	-2.6	-16.3	11.7	-4.2
O=C(NCC1CCCO1)c1csc(Nc2cccc3ccccc23)n1 (centres undefined)	-7.1	-1.4	9.4	-0.7	-59.8	16.2	-7.3	4.9

(cont.)
molecule	ATG4B inhibitor	NR3A LBD binder	SENP6 inh	MPTP inh	SENP8 inh	PfGluPho inh	HKDC1 inhibitor	SENP7 block
Cc1cccc(-n2c(CNC(=O)c3cccc([N+](=O)[O-])c3C)n[nH]c2=S)c1	1.9	2.5	-20.0	0.6	2.3	29.5	-3.6	0.2
CC(=O)c1cccc(NC(=O)NC2CCCc3ccccc32)c1 (centres undefined)	52.6*	-22.6	-20.2	-1.1	-28.7	-4.0	-8.8	-0.2
CCCCNS(=O)(=O)c1ccc2nc(-c3cccnc3)cc(C(=O)NC(C)CC)c2c1 (centres undefined)	0.5	-0.7	-0.9	-0.8	1.0	-4.4	-6.0	-4.3
COc1ccc(NC(=S)NC2CCS(=O)(=O)C2)cc1 (centres undefined)	3.0	-1.0	11.8	-0.7	-3.9	-9.2	-5.2	3.8
CC(N=C1NS(=O)(=O)c2ccccc21)C(=O)NCc1ccc2c(c1)OCO2 (centres undefined)	-4.1	-2.9	9.3	0.0	-1.6	-7.4	-3.8	-1.7
Cc1ccc(P(C)(=O)c2ccc(C)cc2)cc1	4.4	1.0	2.6	-0.4	9.0	-7.6	-0.1	-1.5
C=CCN(CC=C)C(=O)C1CCN(S(=O)(=O)c2ccc(-n3cnnn3)cc2)CC1	5.6	-1.5	-0.6	-1.1	3.6	-10.1	-2.0	0.9
COc1ccc(/C=C/c2nnc(NC(=O)COc3ccc(C)cc3)s2)cc1	1.9	-0.7	-10.1	3.0	-372.6	-10.1	-4.8	-7.8

Later entries
molecule	ATG4B inhibitor	NR3A LBD binder	SENP6 inh	MPTP inh	SENP8 inh	PfGluPho inh	HKDC1 inhibitor	SENP7 block
Cc1ccc(C)c(N(C(=O)c2csnn2)C(C(=O)NC2CCCC2)c2ccncc2)c1 (centres undefined)	3.7	-2.2	-1.0	1.0	17.1	-1.1	-4.5	5.8
CCc1nc(N2CCCCC2C(=O)O)c2oc3ccccc3c2n1 (centres undefined)	-8.5	-0.8	-10.1	1.0	-7.6	15.1	-1.1	2.4
O=C(CN1CCN(Cc2ccc(F)cc2Cl)C1=O)NCCc1ccc(Cl)cc1	-13.1	1.3	9.9	4.9	17.9	-2.4	3.1	10.4
O=S(=O)(Nc1ccc(O)c(CN2CCCCC2)c1)c1ccccc1	6.2	-1.8	-2.8	-2.0	15.5	3.5	-3.9	-7.9
Nc1nc(Nc2ccc(Cl)cc2)nc(NCCO)c1[N+](=O)[O-]	-3.6	-0.9	-29.4	2.8	24.3	12.5	1.9	0.1
O=C1NC(=O)/C(=C\c2ccc(Sc3ccc(Cl)cc3)o2)N1	-1.1	1.0	-7.6	2.0	-398.7	12.6	-6.3	-3.7
CCOc1ccc(CC(=O)N/N=C(\C)c2cccnc2)cc1OCC	1.7	0.7	-8.7	0.2	6.6	-6.5	-0.6	-10.1
O=C1CCCC(O)=C1N=Nc1ccc2c(c1)OCO2	-5.4	-2.5	-7.9	2.3	17.0	1.2	-3.1	25.2

By substructure: those above with a COOH group
molecule	ATG4B inhibitor	NR3A LBD binder	SENP6 inh	MPTP inh	SENP8 inh	PfGluPho inh	HKDC1 inhibitor	SENP7 block
Cc1c(Cl)c([N+](=O)[O-])nn1CCCC(=O)O	-3.1	-0.8	8.4	-3.0	9.9	-15.2	-7.0	0.0
CCc1nc(N2CCCCC2C(=O)O)c2oc3ccccc3c2n1 (centres undefined)	-8.5	-0.8	-10.1	1.0	-7.6	15.1	-1.1	2.4

The list goes on:
molecule	ATG4B inhibitor	NR3A LBD binder	SENP6 inh	MPTP inh	SENP8 inh	PfGluPho inh	HKDC1 inhibitor	SENP7 block
O/N=C1\CCCc2ccc(Cl)cc21	-1.3	-0.3	3.9	0.6	-1.5	13.3	-4.4	4.6
O=C(CN1CCN(C(=O)c2cccc(F)c2)CC1)Nc1ccccc1F	-7.4	0.7	4.5	-2.5	14.9	13.6	-4.6	-3.5
Cc1cccc(C)c1NC(=O)CN1C(=O)CCSc2ccc(S(=O)(=O)N3CCCC3)cc21	-0.5	0.4	7.0	-2.4	10.4	7.9	-6.3	-2.6
CCCCN1C(=O)C2C(C(=O)Nc3cccc(OC)c3)C3C=CC2(O3)C1C(=O)NC1CCCCC1C (centres undefined)	-10.0	1.5	5.1	-1.3	18.7	-12.9	1.8	-1.9
O=C1CCCc2c1sc1nc3n(c(=O)c21)CCCCC3	-3.7	-1.5	2.9	1.1	-37.0	4.9	0.8	-4.3
Cc1ccc(NS(=O)(=O)c2ccc3c(c2)NC(=O)CO3)cc1Cl	-14.9	-7.2	-12.2	0.8	10.2	11.3	1.7	0.3
